Screening data from PubChem.
ERK EGF inh: blocks ERK signaling stimulated by EGF; actives 0.41% (n = 130,000); Potency, µM (highest dose often 11.5 µM), for inactives: top-dose activity change, negative = inhibition, actives largely listed as inhibitors; HEK293-V1b, EGF-stimulated phospho-ERK AlphaScreen; AID 1454; active means well fitted inhibition curve with a large enough effect; inconclusive means small, poorly fitted or top-dose-only effect, or effect the other way;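 further: plate controls were stimulated vehicle wells for no effect and unstimulated vehicle basal for full effect; nearly all actives have a fitted effect of over 55% in size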
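Concentration-response of compounds against EGF-driven ERK phosphorylation in V1b-expressing HEK293 cells; 30 min preincubation, 5 min EGF, AlphaScreen detection; Normalized to DMSO basal and 25 nM EGF.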
* = called active by the depositor; ? = inconclusive; & = joins results of further samples; [ ] = another dose, or the depositor's remark. Potency means the concentration at half of the fitted maximal effect.

SMILES	ERK EGF inh
CC1SC(c2ccccc2)N(CC(O)c2ccc([N+](=O)[O-])cc2)C1=O (stereo not drawn)	-3%
COc1ccccc1N1CCN(C2CCN(S(=O)(=O)c3ccc(NC(C)=O)cc3)CC2)CC1	-1%[57.5 µM]
CN(C)/C=C(\C#N)C(=O)Nc1ccc(O)cc1F	-5%
COc1ccc(-c2noc(CCC(=O)NCCCN3CCN(c4ccc(F)cc4)CC3)n2)cc1	2%
Cc1nnc(SCC(=O)NC(C)(C)C)n1NCc1c(F)cccc1Cl	3%
COc1ccc(OC)c(/C=N/NC(=O)c2ccc(Cn3cc([N+](=O)[O-])cn3)o2)c1	6%
CCC1CCCCN1C(=O)CSc1nc(C)cc(C)n1 (stereo not drawn)	-6%
CCOc1ccccc1NC(=O)C(OC(=O)c1ccccc1O)c1ccccc1 (stereo not drawn)	5%
O=C1CC(/C=C/c2ccccn2)=Nc2ccccc2N1	-1%
O=C(O)CSc1cc(C(=O)c2ccccc2O)cn2c(=O)c3c4c(sc3nc12)CCCC4	-9%[57.5 µM]
C/C(CC(=O)N1CCN(C=O)CC1)=N\NC(=O)c1cc2ccccc2cc1O	1%
CCc1ccc(NC(=S)N(Cc2cccc(Br)c2)CC2CCC(C(=O)O)CC2)cc1 (stereo not drawn)	0%
CCN(Cc1ccncc1)C(=O)c1ccccc1NS(=O)(=O)c1ccc(F)cc1	1%[57.5 µM]
Cc1ccc(/C=C2\NC(=S)NC2=O)cc1[N+](=O)[O-]	-4%
Cc1cccc(NC(=O)/C(=C\c2ccc([N+](=O)[O-])o2)NC(=O)c2ccc(Cl)cc2)c1	-8%
C/C(=N/NC(=O)CC(=O)N/N=C(\C)c1ccc([N+](=O)[O-])cc1)c1ccc([N+](=O)[O-])cc1	11%[57.5 µM]
Cc1ccccc1CN1CCc2c(OCC(=O)N3CCCc4ccccc43)cccc2C1=O	?
Cc1cc(C)n2ncc(S(=O)(=O)c3ccccc3)c2n1	-7%
CCOc1ncccc1C(=O)OC(C)C(=O)NC(=O)NC1CCCCC1 (stereo not drawn)	-4%
COc1ccc(-n2c(N)c(C(=O)Nc3c(C)n(C)n(-c4ccccc4)c3=O)c3nc4ccccc4nc32)cc1	5%[57.5 µM]
O=C(Nc1ccccc1C(F)(F)F)N1CCC(n2c(=O)[nH]c3ccccc32)CC1	3%
O=C(O)c1ccc(-n2cccc2/C=C2/NC(=O)N(c3ccccc3)C2=O)cc1	7%[57.5 µM]
Cc1ccc(C(=O)N2C(=O)C(c3ccccc3)Oc3ccccc32)cc1 (stereo not drawn)	-9%[57.5 µM]
CC(C)C(=O)N1CCN(c2ccc(NC(=O)c3ccc4c(c3)OCCO4)cc2)CC1	-7%
Cc1ccc(C)c(CN2C(=O)c3ccccc3S(=O)c3ccc(C(=O)N4CCN(c5ccccn5)CC4)cc32)c1 (stereo not drawn)	-4%
Cc1nc(Nc2ccc(Cl)cc2Cl)sc1C(=O)Nc1ccccc1	?
Cc1ccccc1Cn1nc(C)c(NC(=O)C2(C)CC2(Cl)Cl)c1C (stereo not drawn)	-5%
COC(=O)C(C)Oc1cc(OC(C)C(=O)OC)c2c(C)c(Cl)c(=O)oc2c1 (stereo not drawn)	11%
Nc1ncnc2c1ncn2[C@@H]1O[C@H](C(=O)NC2CC2)[C@H](O)[C@H]1O	-5%
Cc1cnc2c(C(=O)O)cnn2c1	3%
O=C(/C=C/c1cc([N+](=O)[O-])ccc1OC(F)F)Nc1cccc([N+](=O)[O-])c1	-12%[57.5 µM]
CCOc1ccc2c(c1)[nH]c(=S)n2C	2%[57.5 µM]
CCOc1ccc(/C=N/Nc2ccc(C(F)(F)F)cc2[N+](=O)[O-])cc1O	-5%
Cc1cc(C)c(S(=O)(=O)c2cccc(Cl)c2)c(Cl)n1	5%
COc1ccc(N=c2scc(-c3ccc(S(=O)(=O)N4CCOCC4)cc3)n2CCCO)cc1	?
O=C1NCCN(Cc2ccc(Cl)c(F)c2)C1CC(=O)N1CCCCO1 (stereo not drawn)	-11%
O=C(CN1C(=O)CCC1=O)Nc1cccc2c1C(=O)NC2=O	-13%
CCc1ccc(C(=O)COC(=O)C(CCSC)NC(=O)C23CC4CC(CC(C4)C2)C3)cc1 (stereo not drawn)	-3%
O=C1CC(c2ccccc2)C(C(=O)Nc2ccccc2F)N1 (stereo not drawn)	-5%
O=C(NCCc1c[nH]c2ccccc12)/C(=C/c1cccnc1)NC(=O)c1ccco1	32%

Shown in markdown: part of the list above.
| SMILES | ERK EGF inh |
| --- | --- |
| O=C(Nc1ccccc1C(F)(F)F)N1CCC(n2c(=O)[nH]c3ccccc32)CC1 | 3% |
| O=C(O)c1ccc(-n2cccc2/C=C2/NC(=O)N(c3ccccc3)C2=O)cc1 | 7%[57.5 µM] |
| Cc1ccc(C(=O)N2C(=O)C(c3ccccc3)Oc3ccccc32)cc1 (stereo not drawn) | -9%[57.5 µM] |

(list continues)
SMILES	ERK EGF inh
COC(=O)c1c(NC(=O)C(C)C)sc2c1C(C(=O)OC)CC2 (stereo not drawn)	-3%
COc1cc(/C=N/N(C)C)cc(Br)c1O	-2%[57.5 µM]
COc1cccc2c1OCC(C(=O)OCc1cccnc1)=C2	-6%
CC1=N/C(=C/c2cccnc2)C(=O)O1	9%
O=C(CSc1ncccn1)NC1CCCc2ccccc21 (stereo not drawn)	-11%
CCOC(=O)c1cc([N+](=O)[O-])sc1NC(=O)CC	-37%
CC(C)OP(=O)(CCP(=O)(OC(C)C)OC(C)C)OC(C)C	2%[57.5 µM]
O=C1/C(=C\c2ccc(-c3ccccc3[N+](=O)[O-])o2)C(c2ccccc2)=NN1c1ccccc1	28µM*
CC(=O)N(C(C)=O)n1c(/C=C/c2cccc([N+](=O)[O-])c2)nc2ccccc2c1=O	-2%
COc1ccc(C2=NN(C(=O)CN3CCCCC3)C(c3ccc(OC)cc3)C2)cc1 (stereo not drawn)	12%[57.5 µM]
O=C(/C=C/c1ccc(Cl)cc1)N1CCN(c2ccc([N+](=O)[O-])c(N3CCOCC3)c2)CC1	3%
CCCCn1nnc(NC(=O)c2ccc(-c3ccccc3[N+](=O)[O-])o2)n1	-3%
Cc1nc(NCCc2cnc[nH]2)c2oc3ccccc3c2n1	-3%[57.5 µM]
CCCC(=O)Nc1nc(-c2ccc(Cl)s2)cs1	-3%
COc1ccccc1S(=O)(=O)CC(O)COc1ccc(F)cc1Cl (stereo not drawn)	3%
CCOC(=O)c1c[nH]c2c(C)ccc(Cl)c2c1=O	-3%
COc1ccccc1C(=O)Nc1ccc(C(=O)c2ccccc2)cc1	-6%
O=c1cc(O)c2ccc(O)cc2o1	-9%[57.5 µM]
Cc1cc(C)c(S(=O)(=O)NCCOc2ccccc2)c(C)c1-n1cnnn1	-9%[57.5 µM]
CC(=O)c1ccc(NC(=O)C2CCCN2S(=O)(=O)c2ccc(C)cc2)cc1 (stereo not drawn)	5%
CC(C)CNC(=O)c1cccc(NC(=O)c2ccc(Cl)c([N+](=O)[O-])c2)c1	?
O=C(Nc1nnc(SCc2ccc(F)cc2)s1)c1ccc2ncsc2c1	2%
FC(F)(F)c1ccc(N2CCN(Cc3ccc4c(c3)OCO4)CC2)nc1	-4%
O=C(Nc1ccc2c(c1)OCO2)c1ccc(Br)c(S(=O)(=O)N2CCCC2)c1	4%
Cc1ccnc(NS(=O)(=O)c2ccc(NC(=O)CSc3nc(-c4ccccc4)cc(=O)[nH]3)cc2)n1	-3%
CC12CCC(C(=O)NNc3ccc([N+](=O)[O-])cc3)(CC1=O)C2(C)C (stereo not drawn)	-11%
Cc1cccc(NC(=O)c2nc[nH]c2C(=O)N[C@@H](C)C(=O)OCc2ccccc2)c1	-10%[57.5 µM]
C/C(=N\NC(=O)Cn1nnc2ccccc21)c1ccco1	-12%
Cc1ccc2c(Cn3cc(C(F)(F)F)cc(Cl)c3=O)cc(=O)oc2c1	8%
Cc1cccc(-n2ccnc2CN2CCN(C(C)C)C(CCO)C2)c1 (stereo not drawn)	-1%[57.5 µM]
COc1ccc(C(=O)Nc2ccc(C)cc2C(=O)c2ccccc2)c(OC)c1	-5%
Cc1ccc(CNC(=O)COc2ccc(C(=O)c3ccc(F)cc3)cc2)cc1	4%
CCOC(=O)Cn1c(=O)c(-c2cc(Br)ccc2N)nc2ccccc21	?
CCN1CCCC1CNC(=O)C(=O)NC(C)C (stereo not drawn)	-4%
COc1ccc2nc(N(CCN(C)C)C(=O)/C=C/c3cccs3)sc2c1	?
C=C(C)C(=O)/C=C/C=C/c1ccccc1	-21%
CCNc1ncc2nc(-c3ccc(F)cc3)c(=O)n(CCC#N)c2n1	-32%
COc1ccc2nc3sc(C(=O)NCCCN4CCc5ccccc5C4)cc3cc2c1	1%
Nc1cc(C(F)(F)F)cc([N+](=O)[O-])c1N	1%
COc1cc(C(=O)NCC(=O)OCc2ccccc2Cl)cc(OC)c1OC	7%

A draw from above in order of number of heavy atoms, low to high:
SMILES	ERK EGF inh
C=C(C)C(=O)/C=C/C=C/c1ccccc1	-21%
CCN1CCCC1CNC(=O)C(=O)NC(C)C (stereo not drawn)	-4%
C/C(=N\NC(=O)Cn1nnc2ccccc21)c1ccco1	-12%
CC12CCC(C(=O)NNc3ccc([N+](=O)[O-])cc3)(CC1=O)C2(C)C (stereo not drawn)	-11%
Cc1cccc(-n2ccnc2CN2CCN(C(C)C)C(CCO)C2)c1 (stereo not drawn)	-1%[57.5 µM]
CC(C)CNC(=O)c1cccc(NC(=O)c2ccc(Cl)c([N+](=O)[O-])c2)c1	?
O=C(Nc1ccc2c(c1)OCO2)c1ccc(Br)c(S(=O)(=O)N2CCCC2)c1	4%
COc1ccc(C(=O)Nc2ccc(C)cc2C(=O)c2ccccc2)c(OC)c1	-5%
Cc1cccc(NC(=O)c2nc[nH]c2C(=O)N[C@@H](C)C(=O)OCc2ccccc2)c1	-10%[57.5 µM]
COc1ccc2nc3sc(C(=O)NCCCN4CCc5ccccc5C4)cc3cc2c1	1%
Cc1ccnc(NS(=O)(=O)c2ccc(NC(=O)CSc3nc(-c4ccccc4)cc(=O)[nH]3)cc2)n1	-3%

Other records
SMILES	ERK EGF inh
CCCCCCCCCCOC(=O)C[N+](C)(C)C/C=C(/C)Cl	-2%
N#CCN1CCCC(C(N)=O)C1 (stereo not drawn)	2%
Cn1cc(CN2CCC(CO)CC2)c(-c2ccc(Oc3ccccc3)cc2)n1	-6%
CC(C)(C)c1ccccc1OCCOCCN1CCCCCC1	-8%
S=C(NCCc1ccccc1)Nc1ccc(Cl)cc1	-3%
Cc1ccccc1C(=O)/C=C1/SCC(=O)N1C	-2%
O=C(CNC(=O)c1ccccc1F)OCc1nc2ccccc2s1	6%
Cc1csc(NC(=O)CCNC(=O)c2ccccc2Cl)n1	7%
CCNC(=O)Cc1c(OC)ccc2cc(Br)ccc12	3%
O=C(CS(=O)(=O)c1ccccc1)Nc1ccccn1	-6%
O=C(O)CCC(=O)N1CCN(c2ncccn2)CC1	9%[57.5 µM]
CCCCCCn1c(N)c(C#N)c2ccc([N+](=O)[O-])cc2c1=O	6%
Cc1ccc(NC(=S)N/N=C2\CC(C)(C)Oc3ccc(O)cc32)cc1	4%
COc1cc([N+](=O)[O-])ccc1NC(=O)/C=C/C(=O)O	0%
Cc1sc2nc(COC(=O)c3cccc(S(=O)(=O)N(C)c4ccccc4)c3)[nH]c(=O)c2c1C	9%
CCOC(=O)N1CCC(N(CCN(C)C)C(=S)Nc2ccc(F)c(Cl)c2)CC1	-1%
O=C(Cc1ccccc1)NNC(=O)C1CCCC1	3%
CCN(c1ccccc1)S(=O)(=O)c1ccc(Cl)c(NC(=O)CSc2nncs2)c1	1%
CSCCCNC(=O)c1ccccc1OC1CCN(S(C)(=O)=O)CC1	-3%
O=C(c1ccoc1)N1CCC2(CC1)Oc1ccc(Cl)cc1C(=O)C21CC(c2ccccc2)=NO1 (stereo not drawn)	-4%[57.5 µM]
C=C(C)Cn1c(N2CCN(c3ccc(OC)cc3)CC2)nc2c1c(=O)n(C)c(=O)n2C	1%
Cc1nc(C(=O)Nc2ccccc2)sc1C1(C)CC(c2cccnc2)=NO1 (stereo not drawn)	-6%[57.5 µM]
COCCN(C(=O)CC1C(=O)NCCN1Cc1ccc(-c2ccccc2)cc1)C(C)C (stereo not drawn)	4%
Cc1c([N+](=O)[O-])c([N+](=O)[O-])nn1CC(=O)NCc1cccnc1	2%
O=C(O)c1cc(-c2ccc(Cl)cc2)n(-c2ccccc2)n1	-6%
CCN(CC)P(=O)(Nc1ccccc1Br)c1ccc(N(C)C)cc1NC(=O)c1ccco1 (stereo not drawn)	0%
COc1ccc(C(=O)C2CCCN(C(=O)c3noc4c3CCCC4)C2)c(C)c1 (stereo not drawn)	6%
CCOC(=O)N1CCc2c(sc(NC(=O)CN3CCOCC3)c2C#N)C1	-8%[57.5 µM]
O=C(c1ccc(Cl)nc1)c1cccs1	8%[57.5 µM]
CC(C)(C)NC(=O)C(c1ccccn1)N(C(=O)c1csnn1)C1CCCC1 (stereo not drawn)	-14%[57.5 µM]
O=C(CCNS(=O)(=O)c1ccc(Br)s1)NCc1ccccc1	-1%
OCCN(CCO)CC(O)COc1ccc(Br)cc1 (stereo not drawn)	8%&2%[57.5 µM]
COc1cccc(-n2c(C)c3c(OC)cccc(=O)c3c2C)c1	-1%[57.5 µM]
CCCn1c(C)nc2c(N3CCC(N(C)C)C3)nc(C)nc21 (stereo not drawn)	-4%
Cc1ncc(S(=O)(=O)C(C)(C)C)c(N)n1	-9%[57.5 µM]
O=C(CN1C(=O)CCC1=O)c1ccc(-c2ccccc2)cc1	-2%
O=C(Cn1cc2c(n1)CCCCC2)Nc1c(F)cc(F)cc1Br	4%[57.5 µM]
O=C(CSc1nnc(-c2c[nH]c3ccccc23)n1-c1ccc(F)cc1)NCc1ccco1	-2%
CN(C)/C=C/C(=O)c1cccc(Oc2ncccn2)c1	-5%
C[C@@H](C(=O)NCc1ccccc1)[C@H]1C[C@]1(C)[C@H](NC(=O)OCc1ccccc1)c1ccccc1	-5%&0%
O=C(Cc1ccccc1F)Nc1nc(-c2cccnc2)cs1	-7%
CC#CCc1cc2ccccc2c(=O)o1	-6%[57.5 µM]

Some of the compounds tested (hit frequency here may not be typical).
